# ERK EGF block = inhibitors of EGF-stimulated ERK signaling pathway. AID 1454. HEK293-V1b, EGF-stimulated phospho-ERK AlphaScreen. Potency, µM (top dose mostly 11.5 µM), for the others: top-dose activity change, negative = inhibition, usual class: inhibitors. 130,000 tested, 0.41% active; active means well fitted inhibition curve with a large enough effect; inconclusive means small, poorly fitted or top-dose-only effect, or effect the other way;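 further: plate controls were stimulated vehicle wells for no effect and unstimulated vehicle basal for full effect; nearly all actives have a fitted effect of over 55% in size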
#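 Compounds are titrated over HEK293-V1b cells kept overnight in 1% FBS. After 30 min at 37C, EGF (25 nM final) triggers ERK phosphorylation for 5 min, measured by AlphaScreen in lysates.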
# The depositor's hits bear a star; ? = inconclusive; [ ] = remark or other dose. Potency means the concentration at half of the fitted maximal effect.
ERK EGF block	molecule
9.6%	CCC1=NC(c2ccc(OC)c(OC)c2)N(O)C1(C)C (stereo not given)
27.0%	CC(=O)OCC(=O)[C@@]1(O)CCC2C3CC[C@H]4CC(O)CC[C@@]4(C)C3C(=O)C[C@]21C (stereo not given in full)
-6.0%	CCc1ccc(N(CC(=O)Nc2ccccc2C(=O)N2CCOCC2)S(C)(=O)=O)cc1
3.2%	Cc1cc(C)nc(N2CCCC(C(=O)NCc3ccccc3)C2)n1 (stereo not given)
4.0%	CCCNC(=S)NCc1ccc(Cl)cc1
3.6%	COc1ccc(C(=S)NCS(=O)(=O)c2ccc(C)cc2)cc1
0.4%	CC1CCCC(NC(=O)COC(=O)COc2ccccc2Cl)C1C (stereo not given)
3.5%	CC(C)c1nnc(NC(=O)C2CCCO2)s1 (stereo not given)
?	CCN(Cc1ccccc1)c1ccc(/C=N/N=C(N)N)cc1
4.3%[57.5 µM]	COC(=O)c1ccc(Cn2cc([N+](=O)[O-])cn2)cc1
-1.8%	COc1ccc(N2CCN(Cc3nc4c(c(=O)n(C)c(=O)n4C)n3CCc3ccccc3)CC2)cc1
?	CCN(CC)c1ccc(/C=N/NC(=O)c2cc(C)nc3ccccc23)cc1
-11.8%	COc1cccc(CS(=O)(=O)c2nnnn2CC(C)C)c1
-11.0%	Cc1cc(O)c(N)c(C)c1Cl
3.4%	CC(=O)c1c(C)[nH]c(C(=O)OCc2cccc(Cl)c2)c1C
-8.7%	NS(=O)(=O)c1ccc(NC(=S)N2CCN(Cc3ccc4c(c3)OCO4)CC2)cc1
-0.2%	Fc1ccc(CSc2nnc(-c3ccncc3)o2)cc1
1.9%	CN(C)N(C)C(=O)C(O)(c1ccccc1)c1ccccc1
-7.3%	CN1CCCN(S(=O)(=O)c2ccc(Cl)c(Cl)c2)CC1
4.7%	S=c1[nH]nc(-c2ccc3ccccc3n2)n1-c1ccc2ncccc2c1
-1.1%	CCOC(=O)C1(CC2CC2)CCN(S(=O)(=O)C[C@]23CC[C@H](CC2=O)C3(C)C)CC1
-5.9%[57.5 µM]	Cc1ccc(N(C)C(=O)c2ccc(CNc3c(N4CCC(C)CC4)c(=O)c3=O)cc2)cc1
8.0%	COc1ccc(-c2nc(N)n(C(=O)c3cccs3)n2)cc1
-0.4%	O=S(=O)(c1ccc(Br)cc1)N1CCCC1c1nc2ccccc2s1 (stereo not given)
0.6%[57.5 µM]	CC(C)(C)c1cc(C(=O)NN)n(Cc2ccc(Cl)cc2Cl)n1

# Structures shown so far with nitrogen in an aromatic ring:
ERK EGF block	molecule
3.2%	Cc1cc(C)nc(N2CCCC(C(=O)NCc3ccccc3)C2)n1 (stereo not given)
3.5%	CC(C)c1nnc(NC(=O)C2CCCO2)s1 (stereo not given)
4.3%[57.5 µM]	COC(=O)c1ccc(Cn2cc([N+](=O)[O-])cn2)cc1
-1.8%	COc1ccc(N2CCN(Cc3nc4c(c(=O)n(C)c(=O)n4C)n3CCc3ccccc3)CC2)cc1
?	CCN(CC)c1ccc(/C=N/NC(=O)c2cc(C)nc3ccccc23)cc1
-11.8%	COc1cccc(CS(=O)(=O)c2nnnn2CC(C)C)c1
3.4%	CC(=O)c1c(C)[nH]c(C(=O)OCc2cccc(Cl)c2)c1C
-0.2%	Fc1ccc(CSc2nnc(-c3ccncc3)o2)cc1
4.7%	S=c1[nH]nc(-c2ccc3ccccc3n2)n1-c1ccc2ncccc2c1
8.0%	COc1ccc(-c2nc(N)n(C(=O)c3cccs3)n2)cc1
-0.4%	O=S(=O)(c1ccc(Br)cc1)N1CCCC1c1nc2ccccc2s1 (stereo not given)
0.6%[57.5 µM]	CC(C)(C)c1cc(C(=O)NN)n(Cc2ccc(Cl)cc2Cl)n1

# More records follow:
ERK EGF block	molecule
-9.1%[57.5 µM]	Cc1ccc(-n2ncc3c(Nc4cccc(C(=O)O)c4)ncnc32)cc1
-2.0%	COCCCNS(=O)(=O)c1ccc(SC)cc1
3.1%	S=C(NCC1CCCO1)NC1CC1 (stereo not given)
-4.7%	O=C(Nc1ccc2c(c1)OCCO2)C1CCCN1S(=O)(=O)c1cccc2cccnc12 (stereo not given)
-1.8%	COC(=O)[C@@H]1C[C@@]2(O)[C@H](O)[C@H](O)[C@H](O)C[C@H]2N1Cc1ccc(C)s1
1.3%	O=C(O)c1c2c(nc3ccccc13)-c1ccccc1CC2
0.7%	Cn1cccc1C(=O)N1CCC[C@@]2(CCN(c3ccncc3)C2)C1
-3.8%	O=C(CCN1CCN(Cc2ccccc2)CC1)NNC(=O)Cc1ccc(Cl)c(Cl)c1
38.6%	CC(C)OCCCNC(=S)NNC(=O)c1ccc(Cl)c(Cl)c1
-2.1%[57.5 µM]	CC(=O)NC(CC(=O)O)c1ccc([N+](=O)[O-])cc1 (stereo not given)
-31.3%	COc1ccc(/C=C(/C#N)C(=O)Nc2ccc(O)cc2)cc1C(=O)O
-9.1%[57.5 µM]	COc1cc(CCCN2C(N)=NC[C@H]2Cc2ccc(O)cc2)cc(OC)c1OC
6.6%	CCCCNC(=O)C1CCN(C(=O)Nc2ccc(C)cc2)CC1
-2.0%	O=C(COC(=O)COc1ccccc1)NCc1ccccc1
5.1%	CCOc1ccc(-c2csc(NC(=O)CSCC(=O)O)n2)c2ccccc12
-11.1%[57.5 µM]	O=[N+]([O-])c1cccc(COc2ncnc3cc([N+](=O)[O-])ccc23)c1
-16.6%	COc1ccc(C(=O)N2CCN(c3ccccc3OC)CC2)cc1
-9.4%	Cc1c(C(Nc2ccccn2)c2ccccc2)c(=O)n(-c2ccccc2)n1C (stereo not given)
-1.7%[57.5 µM]	Cc1cc(NC(=NC2CC2)c2ccccc2)n(-c2ccccc2)n1
5.2%[57.5 µM]	O=C(NCc1cccnc1)c1ccc(Br)s1
9.4%	OC(COCC(F)(F)C(F)(F)C(F)(F)C(F)F)Cn1c2ccc(Cl)cc2c2cc(Cl)ccc21 (stereo not given)
1.0%	CCOc1ccc(C(=S)N2CCN(C)CC2)cc1
-15.1%[57.5 µM]	CCO[C@@H]1OC(C(=O)N2CCN(Cc3ccccc3)CC2)=C[C@H](c2ccc(C(F)(F)F)cc2)[C@H]1CCCO
-5.5%[57.5 µM]	CCCCCn1c2c(c(=N)c3ccccc31)CCC2
-2.5%	Clc1nssc1=Nc1ccc(Br)cc1

# (next part)
ERK EGF block	molecule
-10.4%	Cc1nn(-c2ccccc2)c(N)c1C(c1ccc(C(C)C)cc1)c1c(C)nn(-c2ccccc2)c1N
?	S=c1[nH]nc(C2CCCCC2)n1/N=C/C(Cl)=C\c1ccccc1
-0.6%	CCOc1ccc(N2C(=O)/C(=C\c3ccc(O)c(OC)c3)S(=O)(=O)C2c2cccc([N+](=O)[O-])c2)cc1 (stereo not given)
11.7%	COc1ccc(NC(=O)CC2C(=O)N(c3ccc(Cl)cc3)C(=S)N2CCc2ccccn2)cc1 (stereo not given)
3.0%[57.5 µM]	COc1ccc(O)c(/C=N/NC(=O)c2cc(=O)[nH]c3ccccc23)c1
-9.3%	CCOC(=O)CC1C(=O)NCCN1C1CCCC1 (stereo not given)
-3.6%	Cc1ccnc(SCc2ccc([N+](=O)[O-])cc2)n1
?	O=C(Nc1ccc(Br)cc1)c1ccc(F)c(S(=O)(=O)NCc2cccs2)c1
7.5%	CCc1nc(CN2CCCC(C(=O)c3ccc4c5c(cccc35)CC4)C2)c(C)[nH]1 (stereo not given)
3.4%	CC(=O)c1ccc(Oc2ncnc3sccc23)cc1
-12.9%	COc1ccc(N(CC(=O)NC2CCCC2)C(=O)Cn2nnc(-c3ccc(C)cc3)n2)cc1
4.2%[57.5 µM]	CN(C)CCN1C(=O)C(=O)/C(=C(/O)c2ccc3c(c2)OCCO3)C1c1ccccn1 (stereo not given)
?	OCCC1CN(Cc2nc(-c3ccc(F)cc3)cs2)CCN1CCc1ccccc1 (stereo not given)
0.6%	Cc1csc(NC(=O)[C@@H]2CCCN2C(=O)c2cccs2)n1
5.1%[57.5 µM]	O=C(NCc1nc2ccccc2[nH]1)C1=C[C@H](c2ccccc2)C[C@H](OCCCCO)O1
-6.2%[57.5 µM]	O=C(CCCn1cc([N+](=O)[O-])cn1)Nc1cccnc1
4.2%[57.5 µM]	Cc1cc(C(F)(F)F)nc2c(Cl)c(C(C)(C)C)nn12
7.0%[57.5 µM]	O=C1CC(CSc2ccc(Cl)cc2)=NN1
-7.7%	Cc1nn(C)c(C)c1NS(=O)(=O)c1ccc(N2CCCC2=O)cc1
-2.5%[57.5 µM]	CSCCC(NS(=O)(=O)/C=C/c1ccccc1)C(=O)NCCc1ccc(S(N)(=O)=O)cc1 (stereo not given)
6.4%	CCOC(=O)C1=C(c2ccccc2)NC(=O)NC1c1ccc(OC)c(OC)c1 (stereo not given)
2.6%	C=CCSc1nccc(=O)[nH]1
-12.3%[57.5 µM]	C#CCOCCOCCOCCNc1nc(N2CCN(C(=O)[C@H]([C@@H](C)CC)n3cc([C@@H](N)CO)nn3)CC2)nc(N2CCN(C(=O)[C@H](Cc3cc4ccccc4[nH]3)n3cc([C@@H](N)Cc4ccc(O)cc4)nn3)CC2)n1
7.9%[57.5 µM]	Cc1[nH]c2ccccc2c1C(=O)CN1CC(C)OC(C)C1 (stereo not given)
-0.6%	COc1ccc2nc(N/C(=N/S(=O)(=O)c3cccs3)c3ccccc3Cl)sc2c1

# Further records.
ERK EGF block	molecule
0.2%	COc1ccc(N2CCN(C(=O)NC3CCCCC3)CC2)cc1
2.8%	COc1cc2c(cc1OC)C(c1cc3cc4c(cc3[nH]c1=O)OCO4)N(C(=O)C1CC1)CC2 (stereo not given)
1.4%[57.5 µM]	COc1ccc2nc(-c3ccc(Cl)cc3)cc(C(=O)O)c2c1
10.3%	COc1cc(S(=O)(=O)n2nnc3ccccc32)c(OC)cc1Cl
-2.3%	O=C(/C=C/Nc1ccccc1)C(F)(F)F
-0.6%	O=c1c2ccccc2ncn1Cc1ccc(Cl)cc1
4.2%	O=C1c2ccccc2-c2c1cccc2C(=O)N1CCCCC1
-2.9%	O=C(Nc1ccc(N2CCCC2)c(Cl)c1)c1cccc(-c2cc3ccccc3oc2=O)c1
-5.8%	O=C(CSc1ncn[nH]1)N1CCOCC1
3.6%	Fc1ccccc1-n1cc(-c2ccccc2)[nH]c1=S
-6.5%	COc1ccc(C(=O)NC(NC(=O)c2ccc(OC)cc2)c2ccccc2F)cc1
6.5%	CC(C)CC1=NN2C(=N)/C(=C\c3coc4ccccc4c3=O)C(=O)N=C2S1
0.0%	CC(C)c1cccc(C(C)C)c1NC(=O)Cn1c(=O)cnc2ccccc21
-2.7%	CC(C)=CCCC1=CCC(/C=N/NC(N)=O)C(C)C1 (stereo not given)
2.1%	COc1ccc(N=Cc2cccc(C)c2O)cc1Cl
-10.0%	COc1ccc(OC)c2[nH]c(=O)c(CCNC(=O)c3cccs3)cc12
-0.2%	CCOC(=O)c1ccc(NC(=O)CSc2nc3sc(C(=O)O)c(C)c3c(=O)[nH]2)cc1
0.3%	CCOC(=O)c1ccc(N2C(=O)C3C(/C=C/c4ccccc4)OC4(C(=O)c5ccccc5C4=O)C3C2=O)cc1 (stereo not given)
4.5%[57.5 µM]	O=c1[nH]c2ccccc2nc1/C=C/c1ccccc1
-1.2%	CCN(CC)S(=O)(=O)c1ccc(OC)c(NC(=O)CSc2cc(Cl)ccc2Cl)c1
-7.7%	O=C(O)CSc1nnc(COc2cccc3cccnc23)n1-c1cccc(C(F)(F)F)c1
-5.2%	COc1ccc(CNC(=O)CN(C(=O)CCC(=O)Nc2ccccn2)c2cccc(C)c2)cc1
-0.4%	O=S(=O)(NC1=NCCCCC1)c1ccc2ccccc2c1
0.2%	COC(=O)c1c(NC(=O)COC(=O)CNC(=O)c2ccco2)sc(C)c1C
1.6%[25.7 µM]	CC(=O)OCC(=O)[C@@]1(OC(C)=O)[C@H](C)C[C@H]2[C@@H]3C[C@H](F)C4=CC(=O)C=C[C@@]4(C)[C@]3(F)[C@H](O)C[C@@]21C

# Further compounds
ERK EGF block	molecule
-5.8%	Cc1ccc(S(=O)(=O)N2CCC(=O)N(CCOCc3cccc(F)c3)CC2)cc1
4.4%	CCc1ccc(NC(=O)c2ccccc2SC)cc1
-11.6%	COC(=O)C1=NNC2C(=O)N(c3ccc(C)cc3)C(=O)C12 (stereo not given)
14.7%	Cc1c(C(=O)O)cccc1-c1ccc(C=O)o1
-7.3%	CCOc1ncccc1C(=O)N(C)CC(=O)Nc1ccc(F)cc1
7.0%	O=C(O)COc1ccc(/C=N/n2cnc3scc(-c4cccs4)c3c2=O)cc1
0.1%	OCC(O)/C=N/Nc1nc2ccccc2s1 (stereo not given)
-7.4%[57.5 µM]	CC(Sc1nnc(C(F)(F)F)n1C)C(=O)Nc1ccc(S(N)(=O)=O)cc1 (stereo not given)
-8.3%	Cc1ccc(NC(=O)N2CCc3ccccc32)cc1C
-5.4%	COc1ccc(N(C(=O)c2ccco2)C(C(=O)NC2CCCC2)c2ccc(N(C)C)cc2)cc1OC (stereo not given)
45.5%[57.5 µM]	O=C(NCc1nc2ccccc2[nH]1)C1=C[C@H](c2ccc3c(c2)OCO3)C[C@H](OCCCCO)O1
-9.9%	Cc1ccc(OCC(O)CN2C(=O)NC(C)(C)C2=O)c(C)c1 (stereo not given)
9.3%	COc1cccc(NC(=S)N(CCc2ccc(OC)c(OC)c2)Cc2ccccn2)c1
6.9%	O=[N+]([O-])c1cc(/C=N/O)ccc1N1CCCC1
8.9%	O=C(NCc1n[nH]c(=S)n1-c1ccc([N+](=O)[O-])cc1)c1ccc(S(=O)(=O)N2CCOCC2)cc1
11.5%[57.5 µM]	O=C(NNC(=O)c1cc2ccccc2o1)c1ccc(Cl)cc1
-2.5%	FC(F)(F)c1ccc(Oc2ccc3cc(Br)ccc3c2)nc1
-5.1%	COc1ccccc1CNC(=O)c1cccc(S(=O)(=O)N2CCN(C)CC2)c1
3.4%[57.5 µM]	CN(C)/C=C/c1[nH]c(=O)[nH]c(=O)c1[N+](=O)[O-]
3.8%	CCc1nc2ccccc2n1CC(C)C(=O)O (stereo not given)

# Compound activity deposited in PubChem BioAssay by National Center for Advancing Translational Sciences (NCATS).

# Only part of the results is shown; the hit share may differ from the screen's.
